Source: PubChem
rTrxR1 inhibitor = blocks rat thioredoxin reductase 1; O89049; recombinant rTrxR1, NADPH fluorescence consumption, selenite substrate; Potency, µM (top dose mostly 114 µM), for inactives: top-dose activity change, negative = inhibition, hits mostly inhibitors; hit rate 1% among 390,000; note: potency is the fitted concentration of half-maximal effect; % is set by controls: 0 for no effect and ±100 for the full control effect; nearly all actives have a fitted effect of over 65% in size
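Rat TrxR1 (90 nM in the dispensed reagent) was pre-reduced with 400 uM NADPH for 5 min at room temperature, then incubated with compound for 15 min. After 400 uM selenite was added, NADPH fluorescence (Ex 340/Em 450 nm) was followed for 8 min.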
GRP78 ERSR act = induces the endoplasmic reticulum stress response in human glioma cells; Potency, µM, without a hit: at the top dose activation, most hits filed as activators; U87-MG GRP78 promoter luciferase reporter, 16 h; AID 602332; hit rate 0.02% among 420,000; note: potency is the fitted concentration of half-maximal effect; series mostly up to about 76 µM; % of control where 0% means no effect; nearly all actives have a fitted effect of over 35% in size
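ERSR induction read as luciferase luminescence (Bright-Glo, 10 min at room temperature) in stably transfected human U87-MG glioma cells exposed to compounds for 16 h, using GRP78 as sensor.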
LDHA inh = LDHA (human) enzyme inhibition. hit rate 0.15% among 480,000. activity change, % (values are at about 110 or 230 µM). AID 1347041. purified LDHA, NADH/diaphorase-resazurin fluorescence; hits give low values; in the data active = activity change below about -30%; inconclusive = mostly about -25% to -30%;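 note: plate controls were DMSO wells for no effect and wells without enzyme for full effect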
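Enzyme activity of human lactate dehydrogenase 5 (2 nM; 0.06 mM NADH, 0.2 mM pyruvate, 5 min, RT) is measured via a resazurin/diaphorase fluorescence readout of residual NADH.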
Vif-A3G inh = Vif-A3G binding inhibition; Potency, µM (titrated, usually from 46.1 µM), inactives show at the highest dose activity, negative = active, hits mostly inhibitors; HeLa A3G-eYFP + Vif (tagged APOBEC3G with the HIV-1 protein that degrades it), YFP fluorescence, overnight; hit rate 0.076% among 410,000;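 note: potency is the fitted concentration of half-maximal effect; % is set by controls: 0 for no effect and ±100 for the full control effect; nearly all actives have a fitted effect of over 60% in size; hits raise eYFP signal because A3G escapes Vif-driven loss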
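Read-out is eYFP fluorescence (Ex 488/Em 500-530) from Vif-expressing HeLa A3G-eYFP cells; more signal means A3G escaped Vif-mediated degradation. Cells plated overnight, compound pinned in, incubated overnight at 37 deg C.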
mIDH1 inhibitor = human IDH1 R132H inhibition; O75874; IDH1-R132H enzyme, NADPH consumption, diaphorase/resazurin fluorescence; Potency, µM (doses to about 76.6 µM), without a hit: at the top dose activity change, negative = inhibition, actives largely listed as inhibitors; hit rate 0.093% among 390,000; note: potency is the fitted concentration of half-maximal effect; % is set by controls: 0 for no effect and ±100 for the full control effect; nearly all actives have a fitted effect of over 65% in size
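IDH1-R132H (0.5 ug/mL dispensed) in pH 7.5 Tris buffer was preincubated 30 min with compound, then given a substrate mix of 0.016 mM NADPH and 2 mM alpha-KG for 80 min at room temperature; remaining NADPH was read by diaphorase/resazurin fluorescence.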
RGS4 inh = blocks human RGS4-accelerated GTP hydrolysis. P49798. Transcreener GDP fluorescence polarization, RGS4-accelerated GTP hydrolysis. Potency, µM (highest dose often 114 µM), inactives show at the top dose activity change, negative = inhibition, most hits filed as inhibitors. hit rate 0.039% among 390,000. AID 504845; note: potency is the fitted concentration of half-maximal effect; % is set by controls: 0 for no effect and ±100 for the full control effect; nearly all actives have a fitted effect of over 75% in size; some results filed as inactive show a strong effect at the top dose
Target sequence (P49798 whole entry, looked up): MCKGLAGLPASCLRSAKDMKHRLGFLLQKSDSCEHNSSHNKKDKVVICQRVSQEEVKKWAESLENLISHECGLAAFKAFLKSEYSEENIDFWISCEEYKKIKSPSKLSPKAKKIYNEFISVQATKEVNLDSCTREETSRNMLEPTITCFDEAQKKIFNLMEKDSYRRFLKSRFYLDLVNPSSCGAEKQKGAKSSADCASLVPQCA
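MLSMR compounds (23 nl, pin-transferred) preincubated 10 min at room temperature with a 500nM (2x) first reagent, then RGS4 at 900nM (2x) plus Transcreener GDP mix added; fluorescence polarization (620/688 nm) read before and after 90 min at 30 °C.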
Vif-A3F inh = Vif-A3F binding inhibition; HeLa A3F-eYFP + Vif (tagged APOBEC3F with the HIV-1 protein that degrades it), YFP fluorescence increase; hit rate 0.2% among 390,000; Potency, µM (highest dose often 46.1 µM), inactives show top-dose activity, negative = active; note: potency is the fitted concentration of half-maximal effect; % of control where 0% means no effect; nearly all actives have a fitted effect of over 65% in size
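HeLa cells stably expressing Vif plus C-terminally eYFP-tagged A3F were seeded, incubated overnight at 37 deg C, dosed with compound, incubated overnight again at 37 deg C. Yellow fluorescence (Ex 488/Em 500-530) reported blocked Vif-mediated A3F-eYFP degradation.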
USP1 inh = inhibitors of human USP1/UAF1 deubiquitinase. O94782. recombinant USP1/UAF1, Ub-Rhodamine cleavage fluorescence. Potency, µM (top dose mostly 57.1 µM), for the others: top-dose activity change, negative = inhibition, most hits filed as inhibitors. hit rate 0.23% among 390,000; note: potency is the fitted concentration of half-maximal effect; % is set by controls: 0 for no effect and ±100 for the full control effect; nearly all actives have a fitted effect of over 60% in size; inactives centre near -12
Target sequence (O94782 whole entry, looked up): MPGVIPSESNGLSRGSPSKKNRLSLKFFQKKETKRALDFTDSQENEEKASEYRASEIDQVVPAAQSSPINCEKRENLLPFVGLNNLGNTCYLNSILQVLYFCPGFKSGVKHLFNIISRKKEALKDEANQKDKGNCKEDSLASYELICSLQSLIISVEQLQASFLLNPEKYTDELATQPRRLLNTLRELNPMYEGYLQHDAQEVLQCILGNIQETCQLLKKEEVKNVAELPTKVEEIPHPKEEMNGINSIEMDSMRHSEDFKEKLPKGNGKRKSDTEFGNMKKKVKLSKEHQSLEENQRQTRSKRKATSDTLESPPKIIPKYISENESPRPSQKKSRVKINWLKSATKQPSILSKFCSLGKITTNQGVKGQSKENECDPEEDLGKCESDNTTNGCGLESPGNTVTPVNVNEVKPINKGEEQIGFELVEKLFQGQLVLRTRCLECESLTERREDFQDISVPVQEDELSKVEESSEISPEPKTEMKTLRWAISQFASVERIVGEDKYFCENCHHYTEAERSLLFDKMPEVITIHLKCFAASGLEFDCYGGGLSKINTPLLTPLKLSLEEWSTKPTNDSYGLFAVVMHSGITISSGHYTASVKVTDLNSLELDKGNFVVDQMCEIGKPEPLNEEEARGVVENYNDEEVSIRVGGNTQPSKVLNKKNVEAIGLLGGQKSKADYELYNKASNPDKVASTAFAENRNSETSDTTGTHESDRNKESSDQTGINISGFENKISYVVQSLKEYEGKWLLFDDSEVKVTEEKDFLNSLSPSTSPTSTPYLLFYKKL
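High-throughput fluorogenic screen: 1nM USP1/UAF1 complex, Ub-Rho substrate 150nM final, 50mM HEPES pH 7.8 with 0.5mM EDTA, 0.1 mg/ml BSA, 1mM TCEP and 0.01% Tween-20.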
TrxR1 substrate = rat thioredoxin reductase 1 substrate activity | purified TrxR1 substrate turnover, NADPH consumption readout | hit rate 0.01% among 390,000 | Potency, µM (highest dose often 114 µM), inactives show at the highest dose activity change, negative = substrate turnover; note: potency is the fitted concentration of half-maximal effect; % is set by controls: 0 for no effect and ±100 for the full control effect; nearly all actives have a fitted effect of over 50% in size
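Rat TrxR1, dispensed at 90 nM, was prereduced with 400 uM NADPH (final) for 5 min at ~22 deg C, then incubated with compound 15 min before 400 uM selenite. A first-read NADPH fluorescence drop versus no-compound background flagged substrates.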
Starred values were filed as active, the others as inactive; u = inconclusive; x = no result given; & = joins results of further samples; [ ] = dose if it differs, or a comment. Unless noted, calls come from the whole dose curve; as a rule, active = well fitted curve in the direction sought with a large enough effect; inconclusive = small, poorly fitted or top-dose-only effect, or another doubt; inactive = no such curve, though single readings can be large; an effect the other way counts as inactive or inconclusive.

Start of the data: the first 2 compounds as a preview:
SMILES | rTrxR1 inhibitor | GRP78 ERSR act | LDHA inh | Vif-A3G inh | mIDH1 inhibitor | RGS4 inh | Vif-A3F inh | USP1 inh | TrxR1 substrate
COc1cc(C(=O)NC(=S)Nc2ccc(N3CCCC3)cc2)cc(OC)c1OC | u | -1% | 0 | 2% | -7% | -4% | 4% | -22% | -10%
CCCCn1c2nc3ccccc3nc2c2c(=O)n(-c3ccccc3)cnc21 | 51% | -3% | -5 | -5% | 1% | 36% | -19% | -7% | 31%[activator][57.1 µM]

Results, from the first entry:
SMILES | rTrxR1 inhibitor | GRP78 ERSR act | LDHA inh | Vif-A3G inh | mIDH1 inhibitor | RGS4 inh | Vif-A3F inh | USP1 inh | TrxR1 substrate
COc1cc(C(=O)NC(=S)Nc2ccc(N3CCCC3)cc2)cc(OC)c1OC | u | -1% | 0 | 2% | -7% | -4% | 4% | -22% | -10%
CCCCn1c2nc3ccccc3nc2c2c(=O)n(-c3ccccc3)cnc21 | 51% | -3% | -5 | -5% | 1% | 36% | -19% | -7% | 31%[activator][57.1 µM]
COc1cc(C2c3c(-c4ccccc4O)n[nH]c3C(=O)N2Cc2ccco2)cc(OC)c1OC (stereo unspecified) | -11% | 8% | 12&1 | -6% | -8% | 32% | -3% | -3% | -7%
COC(=O)c1cn(NC(=O)Cc2cccc(C(F)(F)F)c2)c(=O)c2ccccc12 | 27%[57.1 µM] | -2% | -4 | 0% | 6% | -7% | 5% | -14% | -3%
COc1ccc(C)cc1NC(=O)C1CCN(C(=O)c2ccco2)CC1 | -3% | 0% | -4 | 6% | -13% | 31% | -1% | -9% | -8%
Cc1cc(NC(=O)COc2ccccc2)n(-c2ccccc2)n1 | 18%[57.1 µM] | -1% | -3 | -3% | -1% | -2% | -1% | -1% | 4%[57.1 µM]
O=C(c1cccs1)N1CCN(S(=O)(=O)c2ccc(F)cc2)CC1 | -1% | -5% | -11 | 1% | -4% | 9% | 24% | -11% | -3%
COc1ccc(S(=O)(=O)N(C)CC(=O)N2CCCCCC2)cc1 | 13%[57.1 µM] | 1% | -12 | 1% | -1% | -9% | -10% | -5% | 5%[57.1 µM]
CCOc1ccc(N(CC(=O)Nc2ccccc2C(=O)NC(C)CC)S(C)(=O)=O)cc1 (stereo unspecified) | -6% | -2% | 0 | -1% | -1% | 12% | -9% | -2% | -7%
CCOC(=O)c1sc(NC(=O)C2c3ccccc3Oc3ccccc32)c(C(=O)OCC)c1C | 14% | -2% | -10 | -3% | 26% | -6% | -1% | 0% | 2%
CNc1nc(-c2ccc3c(c2)CCN3C(=O)CC(C)(C)C)c(C)s1 | 16% | 6% | 1 | -3% | 6% | -49% | 0% | -6% | 0%
CCN(C(=O)CN1C(=O)NC(c2ccccc2)(c2ccc(C)c(C)c2)C1=O)C1CCS(=O)(=O)C1 (stereo unspecified) | 17% | -2% | -11 | -5% | 1% | 0% | 4% | -2% | 2%
COc1ccccc1OCc1cc(C(=O)NCc2ccc(N3CCCC3=O)cc2)no1 | 6% | 8% | 0 | -1% | -10% | 23% | -15% | -6% | -5%
Cn1c(C(=O)OC(C(=O)NC2CCCC2)c2ccncc2)cc2sccc21 (stereo unspecified) | -3% | -3% | -2 | 0% | -13% | -4% | -4% | -2% | 3%
COc1ccc(NC(=O)CN(C)S(=O)(=O)c2ccc3[nH]c4c(c3c2)CCCC4)cc1OC | 7%[57.1 µM] | -3% | 1 | 2% | 0% | -1% | 2% | -15% | 2%[57.1 µM]
CC[n+]1c(P(=O)([O-])c2ccccc2)[nH]c2ccccc21 | 5% | 0% | 4 | 2% | 3% | 4% | -10% | -10% | 0%
COCCCn1c(=O)c2ccccc2n(Cc2cccc(C)c2)c1=O | 12% | 0% | 1 | 0% | -4% | 11% | -1% | -28% | 0%
COC(=O)CSC1=C(C#N)C(=O)NC2(CCCCC2)S1 | -13%[57.1 µM] | 1% | -8 | 7% | u | u | 4% | -21% | -2%[57.1 µM]
CCS(=O)(=O)N1CCN(C(=O)c2ccco2)CC1 | -2% | -3% | -7 | 1% | 7% | -1% | -1% | 11% | 6%
N#Cc1cc2c(nc1SCC(O)CS(=O)(=O)Cc1ccccc1)CCCC2 (stereo unspecified) | 15% | 3% | -12 | 1% | 0% | u | -6% | -13% | 5%
CCSc1nc(-c2ccccc2OC)nc2c1Cc1c(CO)cnc(C)c1O2 | 16% | -3% | -15 | -2% | -8% | 24% | 6% | -6% | -6%
Cc1c(N2CCCC2)cc2c(c1NC(=O)c1ccccc1Cl)C(C)(C)CC2(C)C | 5%[2.29 µM] | -3% | 14 | 1% | -13% | 4% | -17% | u | -2%[57.1 µM]
Cc1cc(Cl)ccc1OCC(=O)OCC(=O)Nc1ccc(F)c([N+](=O)[O-])c1 | 4% | -4% | 6 | -4% | 3% | -17% | -15% | -21% | -6%
Cc1ccccc1C(=O)NNC(=O)CCc1ccccc1 | 31%[57.1 µM] | -1% | -4 | 0% | 8% | -17% | -3% | -11% | -12%[57.1 µM]
O=C(NCC1COc2ccccc2O1)c1ccc(Cl)c(S(=O)(=O)N2CCCC2)c1 (stereo unspecified) | 24% | -3% | 2 | -1% | 8% | -18% | 0% | -23% | 4%
COc1cc(/C=C/C(=O)OCC(=O)Nc2ccc([N+](=O)[O-])cc2)ccc1O | -8% | -4% | -9 | -4% | -3% | -13% | 4% | 0% | -10%
COc1ccc(CCn2c(=S)[nH]c(=O)c3nccnc32)cc1OC | -6% | x | -13 | x | x | 11% | x | x | -5%
CC1CCN(Cc2ccc(NC(=O)C3CCN(c4nnc(-n5cccc5)s4)CC3)cc2)CC1 | 15% | -7% | -6 | 1% | 0% | -10% | -1% | -10% | 0%
COCCOc1cc(NC(=O)c2cccc(OC)c2)c(Cl)cc1Cl | 29%[57.1 µM] | -3% | -5 | -1% | 9% | -11% | 4% | -10% | -3%[57.1 µM]
CCN1CCc2c(sc(NC(=O)c3ccc(S(=O)(=O)N4CCCC4)cc3)c2C(=O)NC)C1 | -13% | -2% | -2 | -21% | 8% | u | u | -11% | -7%
CN(Cc1ccccn1)C(=O)CC1C(=O)NCCN1Cc1cccc(Oc2ccccc2)c1 (stereo unspecified) | 3% | -2% | 2 | -13% | -10% | 6% | -13% | -13% | 3%
O=C(CSc1nnnn1Cc1ccccc1)Nc1ccc2c(c1)OCCO2 | 5%[57.1 µM] | 10% | 1 | 1% | 6% | 23% | 8% | -6% | -5%
Cc1cc(N2CCCCC2)nc2ccc(NC(=O)CCC(=O)N3CCN(c4ccccc4)CC3)cc12 | 21% | 4% | 2 | 2% | -16% | 10% | -5% | -16% | 57%[activator]
CCN(CC)C(=O)CSc1nc2ccsc2c(=O)n1CCCC(=O)NCCc1ccc(S(N)(=O)=O)cc1 | 17% | -6% | 0 | 0% | 0% | -108%[56.9 µM] | 14% | -11% | -7%
COc1ccc(CC(NC(C)=O)C(=O)NC2CCN(C(=O)c3ccc([N+](=O)[O-])cc3)CC2)cc1OC (stereo unspecified) | 21%[57.1 µM] | -4% | -1 | 0% | -10% | 15%[56.9 µM] | -7% | -23% | 10%[57.1 µM]
CCOC(=O)C1CCN(S(=O)(=O)c2cc(-c3cc(C)no3)ccc2OC)CC1 | 28%[57.1 µM] | -3% | 3 | 4% | 14% | -2% | 3% | -11% | 4%[57.1 µM]
COc1ccc(-c2nnc(SCC(=O)Nc3ccccc3C)o2)cc1OC | 13% | -1% | -3 | 0% | -3% | 13% | 0% | -15% | -5%
O=[N+]([O-])c1ccccc1O[C@@H]1O[C@H](CO)[C@H](O)[C@H](O)[C@H]1O | 18%[57.1 µM] | -7% | -5 | 1% | 6% | -3% | 1% | 2% | -3%[57.1 µM]
C=C(C)CNC(=S)NNC(=O)c1cc(C)oc1C | 8%[57.1 µM] | -3% | -4 | -1% | -3% | -13% | -4% | -14% | -5%[57.1 µM]
CCCN(CC(=O)Nc1ccc(NC(C)=O)cc1)CC(=O)Nc1ccc(F)c(F)c1F | 34%[activator] | -4% | -2 | 0% | 1% | -18% | 7% | u | 6%
COc1ccccc1OCC(=O)Nc1cc(-c2ccc(C)cc2)no1 | 35% | -2% | 6&-2 | -8% | 4% | 9% | -2% | -13% | 2%
CCC1CCCCN1S(=O)(=O)c1ccc2[nH]c(=O)ccc2c1 (stereo unspecified) | 6%[57.1 µM] | -5% | -12 | 0% | 2% | 12% | -9% | -8% | 6%[57.1 µM]
COc1ccc(/C=N/N2C(C)CCCC2C)cc1OC (stereo unspecified) | 21%[57.1 µM] | 3% | -1 | 1% | 6% | -8% | 5% | -19% | -14%[57.1 µM]
COCCn1nnnc1C(c1cccs1)N1CCN(c2cc(C)ccc2C)CC1 (stereo unspecified) | 9% | -2% | 1 | -5% | 1% | -7% | -2% | -17% | 1%
COc1ccc(-n2cc3ccc([N+](=O)[O-])cc3n2)cc1 | -19% | -3% | 4 | -1% | -3% | -2% | -6% | -15% | -14%
COc1cccc(CNc2nccn(-c3cc(C)cc(C)c3)c2=O)c1 | 11%[57.1 µM] | 0% | -2 | -4% | -9% | 1% | 8% | -15% | 9%[57.1 µM]
NC(=O)c1c(NC(=O)CN2CCN(S(=O)(=O)c3ccccc3)CC2)sc2c1CCC2 | -20% | -2% | -8 | 1% | 6% | -28% | -10% | -15% | 10%

A portion of the library (hit frequency here may not be typical).
